NOTCH ag: agonists of NOTCH signaling; activation, % at 2.5 µM; 0.4% of 15,000 active; NOTCH signaling luciferase reporter cells, luminescence; AID 434982, 2010; in the data active = activation above about 2.2%
rat GALR2 ag: agonists of rat galanin receptor 2 (GALR2) | cell-based GALR2 agonist screen | activation, % at 10 µM | 0.5% of 16,000 active | Galanin receptor type 2 (Rattus norvegicus), O08726; in the data active = activation above about 15%
Target sequence (O08726 whole entry, looked up): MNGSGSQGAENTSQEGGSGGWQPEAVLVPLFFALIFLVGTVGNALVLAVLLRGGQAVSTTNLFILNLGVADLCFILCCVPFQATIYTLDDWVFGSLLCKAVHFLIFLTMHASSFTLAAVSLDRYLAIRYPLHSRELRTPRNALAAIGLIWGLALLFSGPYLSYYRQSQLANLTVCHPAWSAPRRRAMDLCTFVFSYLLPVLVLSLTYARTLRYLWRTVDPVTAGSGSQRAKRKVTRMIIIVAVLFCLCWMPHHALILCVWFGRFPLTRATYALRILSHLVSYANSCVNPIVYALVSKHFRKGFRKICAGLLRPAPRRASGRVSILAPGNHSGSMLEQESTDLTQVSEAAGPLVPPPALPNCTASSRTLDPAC
S1P1 ag: activates the human S1P1 receptor. AID 1044, 2008. 1.5% of 16,000 active. activation, % at 4.5 µM. S1P1 agonist cell-based reporter assay; in the data active = activation above about 80%
TLR4 MyD88 blk: inhibitors of human TLR4-MyD88 binding; Toll-like receptor 4 (Homo sapiens), O00206; Cell-based TLR4-MyD88 binding inhibition assay; inhibition, % at 10 µM; 0.06% of 16,000 active; AID 811, 2007; in the data active = inhibition above about 45%
Nox1 inhibitor: inhibitors of human NADPH oxidase 1 (Nox1) | inhibition, % at 6.7 µM | HT29 cells, luminol chemiluminescence ROS | Q9Y5S8 | 0.81% of 16,000 active | AID 1792, 2009
PME-1 Maybridge: inhibitors of human PME-1 in Maybridge library. recombinant PME-1, FP-Rh probe fluorescence polarization. inhibition, % at 9 µM. 0.5% of 16,000 active. AID 2291, 2010; in the data active = inhibition above about 30%
Target sequence (Q9Y570 whole entry, looked up): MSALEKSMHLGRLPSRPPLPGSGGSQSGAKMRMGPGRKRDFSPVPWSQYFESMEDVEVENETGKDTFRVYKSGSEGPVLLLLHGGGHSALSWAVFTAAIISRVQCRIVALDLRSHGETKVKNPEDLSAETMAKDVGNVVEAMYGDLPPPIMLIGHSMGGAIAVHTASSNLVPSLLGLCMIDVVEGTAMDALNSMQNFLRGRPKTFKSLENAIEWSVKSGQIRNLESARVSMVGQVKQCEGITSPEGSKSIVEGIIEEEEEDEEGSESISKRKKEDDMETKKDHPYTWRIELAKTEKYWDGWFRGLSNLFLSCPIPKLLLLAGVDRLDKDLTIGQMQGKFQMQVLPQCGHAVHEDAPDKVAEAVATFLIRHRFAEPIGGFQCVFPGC
KOR antag MB: antagonists of human kappa opioid receptor OPRK1, Maybridge library | OPRK1 cells, antagonist mode, fluorescence readout | inhibition, % at 9 µM | 0.4% of 16,000 active | AID 652031, 2013; in the data active = inhibition above about 50%
Luminol counter: counter-screen for Nox1 inhibitors: inhibitors of luminol chemiluminescence | AID 1823, 2009 | inhibition, % at 6.7 µM | HRP/luminol/H2O2 chemiluminescence counterscreen | 0.4% of 16,000 active; also: reference of the scale not given here
Numbers without * were called inactive; . = no result given. Rule as the data show it, unless noted: active = inhibition above about 75%; inactive = the rest.

SMILES,NOTCH ag,rat GALR2 ag,S1P1 ag,TLR4 MyD88 blk,Nox1 inhibitor,PME-1 Maybridge,KOR antag MB,Luminol counter
Cc1cc(=O)n2c(-c3ccc(Cl)cc3)csc2n1,-0.1,-10,-6,4,-11,-2,1,2
O=S(=O)(c1cccc(C(F)(F)F)c1)n1nc(C(F)(F)F)c2cnccc21,-0.8,-10,-11,-15,-11,-2,-14,3
CN(C)c1cc(C(F)(F)F)cnc1/C(N)=N/O,-0.7,-7,-19,-1,-31,3,0,1
COc1ccc(Br)c(C(=O)/C(C#N)=N/Nc2ccc(F)cc2)c1,-0.8,-9,58,1,40,37*,1,0
COC(=O)c1c(C)oc(C)c1S(=O)(=O)N1CCCc2ccccc21,-0.4,-6,-9,5,-66,2,8,1
O=C(O)CCC(=O)Nc1ccc2c(c1)OCCCO2,-0.3,-2,-19,-5,-37,-1,8,-1
NC(=O)c1nn(-c2ccccc2)c(=O)cc1O,-0.3,-4,8,1,9,5,22,-5
Cc1c(C)c(C)c(CSCC(=O)NNC(=S)Nc2ccccc2Cl)c(C)c1C,1.5,-7,78,-5,12,2,-11,16
O=C(Nc1ccc2c(c1)OCCO2)c1cccnc1Oc1ccccc1,0.1,-9,-24,3,-32,-1,-33,2
CCCCCCC1/C(=N/O)CCC1C(=O)OC (stereo unspecified),-0.3,-4,-4,6,-94,1,7,-2
CCOC(=O)c1c[nH]c(=S)[nH]c1=O,0.1,-6,4,7,-41,-2,-2,14
Cc1ccc(NC(=O)/C=N/O)cc1Cl,-0.3,0,9,11,6,15,21,-9
CNC(=O)Nc1cc(C)nn1C(C)(C)C,-0.3,-10,-8,1,-5,-2,3,3
NC(=O)NNc1ccccc1,-0.4,-2,-4,-2,-43,1,0,5
N#CC(C(=O)Nc1cccc(C(F)(F)F)c1)C(=S)Nc1ccccc1Cl (stereo unspecified),-0.1,-7,13,6,10,-36,25,3
NCc1ccc(C(=O)NN)cc1,0.3,-3,-26,-6,-26,-5,-5,4
O=C1Nc2ccccc2N=C(c2ccccc2)c2ccccc21,-1.1,-10,-18,-7,-45,7,-3,16
CC(=O)c1csc(Nc2ccc(Cl)cc2)n1,2.2*,-4,-17,-9,-27,5,6,3
CC(C)(C)/C=C(\C#N)C(C)(C)C,-0.8,-7,0,-1,-51,-1,-8,1
Cc1c(C)c(C)c(S(=O)(=O)NCCc2ccncc2)c(C)c1C,-0.8,-6,20,.,-55,6,-19,4
N/C(CC(=O)Nc1cc(C(F)(F)F)ccc1Cl)=N\O,0.0,-5,-17,-3,-107,-2,-20,2
CSc1cccc(N2C(=O)C=CC2=O)c1,-0.3,-5,5,10,-34,-2,-26,4
CN(C)n1cccc1/C=C(\C#N)S(=O)(=O)c1ccc(Cl)cc1,-0.5,-7,25,5,-13,5,-1,0
c1csc(-c2nc(N3CCCCC3)no2)c1,-1.0,-3,-1,7,-25,0,5,0
Oc1ccc(-c2csc3nc(-c4ccccc4)nn23)c(O)c1,-1.1,-8,4,.,-92,-55,15,16
O=S(=O)(c1ccccc1OC(F)(F)F)N1CCN(c2c(Cl)cncc2Cl)CC1,-0.1,-6,23,-2,11,14,6,-6
Cc1cc(=O)[nH]c(-c2ccccc2)n1,-0.4,-7,2,-1,-15,-2,-16,-1
COc1ccc(C(CC(N)=O)CC(=O)O)cc1 (stereo unspecified),-0.1,-5,-9,0,2,1,6,-4
CN(C)c1ccc(/C=C(\C#N)C(=O)c2ccccc2Cl)cc1,-0.8,-2,5,14,19,11,25,18
N#C/C(=C\Nc1ccc(Cl)cc1)C(=O)c1ccccc1OC(F)(F)F,0.1,2,13,-1,9,6,3,-3
O=C(NNc1c(Cl)cncc1Cl)NC(=O)c1ccccc1Cl,0.1,-4,58,6,-73,-5,13,4
CC(C)(C)c1ccc(OS(=O)(=O)c2ccc(Cl)cc2Cl)cc1,0.6,-8,-6,-3,6,-3,9,-1
Cc1nn(CC(N)=S)c(C)c1Br,-0.2,-7,-5,1,-20,1,-3,-1
c1csc(-c2ccc(-c3ccon3)s2)c1,-0.9,-5,0,-1,40,-2,15,5
N#C/C(=C\c1ccc(-c2cc(C(F)(F)F)cc(C(F)(F)F)c2)o1)C(=O)O,-0.6,-4,-13,-6,10,-1,0,1
O=C(Nc1ccc(OC(F)(F)F)cc1)Nc1cc(C(F)(F)F)ccn1,-0.3,-8,-6,-10,4,-2,0,-6
Cc1oc(-c2ccc(Cl)cc2)cc1C(=O)/C(C#N)=C/Nc1ccccc1,-0.5,-5,2,6,-44,2,0,-2
Cc1onc(-c2c(Cl)cccc2Cl)c1C(=O)Oc1cc(C(F)(F)F)nn1C,0.2,-9,12,-14,-21,-1,-1,0
NNC(=S)NCCc1ccc(Cl)cc1,0.5,-4,12,3,-23,1,-4,5
COc1ccc(OC)c2nc3c(nc12)C(=O)c1ccccc1-3,-0.8,-5,-20,-3,-3,0,1,2
CN(Cc1ccccc1)S(=O)(=O)c1cn(C)cn1,-1.0,-9,0,-1,-24,-4,-2,4
CC1(C)OC(=O)C(Cc2ccc([N+](=O)[O-])cc2)C(=O)O1,0.0,-8,5,-2,-4,3,22,-4
O=C1C=C(Nc2ccccc2)CO1,-4.6,-6,-5,-3,-9,0,-9,-3
O=[N+]([O-])c1ccsc1Sc1cccs1,-0.2,-7,41,6,-15,-5,8,4
N#CC1=C(N)OC(c2ccco2)=C(C#N)C1c1ccco1 (stereo unspecified),-0.6,-7,10,3,-43,-26,-3,7
CSC(=NC#N)N1CCC(C(N)=O)CC1,0.1,-4,5,-6,22,3,25,-6
CC(=O)Nc1ccc(S(=O)(=O)Nc2ccc3ccccc3n2)cc1,0.5,-5,4,7,11,4,1,-3
c1cc(-c2noc(-c3cccs3)n2)cc(-n2cccc2)c1,.,1,63,-2,14,-1,17,-2
O=C(Oc1ccccc1)c1cccs1,-0.5,-1,14,8,30,8,4,-6
CCOC(=O)c1cc(NC(=O)Nc2ccc(OCc3ccccc3)cc2)ccc1N1CCCCC1,0.3,-3,-3,1,10,-34,11,-20
COc1cccc(NC(=S)C(C#N)C(=O)N2CCC(C)CC2)c1 (stereo unspecified),-0.1,-1,6,3,-32,5,-17,3
O=S(=O)(Nc1ccc(C2=NCCO2)cc1)c1ccc(Cl)cc1,-0.5,-4,9,0,-39,3,20,1
OC1(c2ccc(Cl)cc2)CCNCC1,-0.4,-4,-9,11,-45,3,-19,2
NC(=S)c1ccc2c(c1)OCCO2,-0.6,-2,78,7,-84,-3,3,4
N#CC(C#N)=CN1CCCCC1,-0.3,-6,7,-4,18,0,15,-4
CC(=O)NCCc1cnc[nH]1,-0.1,-8,-3,14,-59,14,0,0
O=S1(=O)CCN(Cc2ccc(-n3cccn3)cc2)CC1,-0.1,-3,-8,4,-41,-1,10,2
COc1cc2cc(C(=O)N3CCN(Cc4ccc5c(c4)OCO5)CC3)c(=O)oc2cc1OC,-0.8,-7,16,-2,8,6,18,-7
O=S(=O)(Oc1ccccc1N1CCOCC1)c1cccc2nonc12,-0.2,-2,-7,-8,-61,-2,15,2
O=C(C1CCCCC1)N1CCC(O)(c2ccc(Cl)cc2)CC1,-0.4,-7,-3,9,-40,1,0,0

Additional entries.
SMILES,NOTCH ag,rat GALR2 ag,S1P1 ag,TLR4 MyD88 blk,Nox1 inhibitor,PME-1 Maybridge,KOR antag MB,Luminol counter
C(=C\c1ccco1)/C1=NN(Cc2ccccc2)CC1,-0.1,-7,-10,-6,-22,2,0,-1
O=S(=O)(Nc1ccc(OC(F)F)cc1)c1ccc(F)cc1,0.4,-3,4,0,-48,-3,-8,2
CCOC(=O)COc1ccccc1/C=C(\C#N)C(=O)c1ccc(Cl)cc1,.,0,15,-3,1,0,7,-4
NC(=O)c1ccc[n+](Cc2ccc(Cl)c(Cl)c2)c1,-0.2,-7,-7,8,-60,6,2,-1
O=C(/C=C/c1cccs1)NC(=S)N1CCOCC1,.,-8,1,-8,8,17,-9,7
CC(=O)CC(C)=Nc1ccc(C(F)(F)F)cc1,-0.5,-8,2,-2,6,-1,0,3
Fc1ccc(CN2CCCN(Cc3ccc(F)cc3)C2c2ccco2)cc1,0.3,-4,16,5,-31,1,4,3
O=C(Nc1ccc2c(c1)OCCO2)C1Cc2ccccc2N1C(=O)OCc1ccccc1 (stereo unspecified),0.6,-5,20,11,20,11,17,-3
COc1ccc(C(C)=O)cc1COn1c(-c2ccccc2)nc2ccccc2c1=O,-0.8,-6,4,5,-16,3,-13,-1
COC(=O)/C(C#N)=C1/CCSC1,-0.7,-4,-2,-4,-16,-1,18,2
O=C(Nc1ccc(OCc2ccccc2)cc1)N1CCN(Cc2ccncc2)CC1,-0.6,2,5,-5,17,7,1,-51
COC(=O)c1sccc1NC(=O)CC1C(=O)NCCN1C(=O)c1ccccc1 (stereo unspecified),-0.7,-3,-1,1,-39,46*,4,0
O=C1CCC2=C(CCCC2)N1c1ccccc1,0.4,-8,2,45*,9,-1,8,-1
CN1C2CCC1CC(NC(=O)CSCc1ccc(Cl)cc1Cl)C2 (stereo unspecified),-0.2,51*,-2,-11,8,9,12,-8
Cc1cc(C)c(NC(=O)CSCC(=O)c2ccc(Cl)cc2)c(C)c1,-5.6,-5,-10,0,13,5,8,-7
CCOC(=O)c1cnc(-c2cccs2)nc1NNC(=O)c1ccc(Cl)cc1,-0.1,-7,-4,8,-76,-4,9,3
CN1CCN(c2ccc(CNC(=O)c3cnc4ccccc4n3)cc2)CC1,-0.3,-9,18,-8,12,2,4,-6
Cn1nnc(-c2cc(Cl)cc(Cl)c2)n1,-0.3,-5,-2,-11,-27,0,5,0
CC(C)S(=O)(=O)c1csc(NC(=O)N2CCCCC2)c1Cl,-0.1,-6,-3,7,-8,-2,2,25
Cc1nn(C(C)(C)C)c(C)c1/C=N/OC(=O)c1cccs1,-0.5,-6,-2,0,-42,1,13,-2
NC(=O)c1cnccc1C(F)(F)F,-0.5,-6,-7,-7,-10,0,1,0
Cc1nnsc1C(=O)NNS(=O)(=O)c1cc(C(F)(F)F)cc(C(F)(F)F)c1,-0.3,-5,4,7,9,-3,14,17
O=C(O)/C=C/C(=O)Nc1ccc2c(c1)OCO2,-0.1,-2,2,-4,-15,2,10,1
CSc1scc(NS(=O)(=O)c2ccc(Cl)cc2)c1S(=O)(=O)C(C)C,0.1,-5,7,8,-15,4,21,14
Fc1cc2c(c(CSc3nc4ccccc4s3)c1)OCOC2,0.6,-7,56,5,-11,-4,-12,-3
CC1(C)CC(=O)CC(=O)S1,0.0,-6,4,-9,11,6,12,-6
O=[N+]([O-])c1ccc(N2N=NC3CCCC32N2CCOCC2)cc1 (stereo unspecified),0.1,-4,-13,4,-17,2,4,-3
O=C1Nc2ccccc2/C1=C\c1c[nH]c2ccccc12,-0.2,-4,19,4,9,34*,6,-16
Cc1ccncc1S(=O)(=O)O,0.1,-6,-1,24,24,5,19,-7
CCOC(=O)C1=NN(c2ccccc2)C(=C2C(=O)c3ccccc3C2=O)S1,-0.5,-6,-3,1,-27,0,19,5
O=[N+]([O-])c1ccc(Oc2cccc3cccnc23)cc1,-0.4,-6,16,0,-55,1,1,3

No enrichment for hits; 4.4% or so of the library scored in one or more.
